Assay outcomes as filed in PubChem BioAssay.
GPR7 antagonist: GPR7 receptor antagonists, primary screen, cell-based, fluorescence, single concentration; actives 1.1% (n = 290,000); Neuropeptides B/W receptor type 1 (Homo sapiens), P48145; GPR7-expressing cells, fluorescence antagonist assay; inhibition, % at 4.4 µM; in the data active = inhibition above about 16%, passing the limit was not always enough;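 also: cells stimulated with the agonist NPW; 0% = agonist with vehicle and 100% = vehicle without agonist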
V1R ag counter: agonists of human V1a receptor, primary screen, counter-screen for OXTR agonist project, fluorescence, CHO-V1R cells | actives 0.25% (n = 320,000) | Fluo-8 calcium fluorescence, agonist mode; 0% DMSO, 100% 3 nM vasopressin | activation, % at 3 µM | AID 2797, 2010;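 active = activation above the mean activation of all tested compounds plus 3 SD, per screening run, cut at about 20% in these data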;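 also: signal is peak over basal fluorescence ratio across a 100 second FLIPR read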
PHOSPHO1 inh: PubChem AID 1565 | Phosphoethanolamine/phosphocholine phosphatase (Homo sapiens), Q8TCT1 | recombinant PHOSPHO1, absorbance phosphatase assay | inhibition, % at 13.3 µM | actives 1.1% (n = 290,000); in the data active = inhibition above about 60%
Target sequence (Q8TCT1 whole entry, looked up): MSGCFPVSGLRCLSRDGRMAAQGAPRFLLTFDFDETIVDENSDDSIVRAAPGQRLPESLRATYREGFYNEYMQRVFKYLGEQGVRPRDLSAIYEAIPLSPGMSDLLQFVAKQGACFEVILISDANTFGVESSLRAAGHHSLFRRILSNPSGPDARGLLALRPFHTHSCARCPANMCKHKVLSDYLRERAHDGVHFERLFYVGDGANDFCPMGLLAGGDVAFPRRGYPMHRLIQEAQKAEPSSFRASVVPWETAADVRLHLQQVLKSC
MEKK3 PB1 HTS: modulators of MEKK3-MEK5 PB1 binding, primary screen, biochemical, wildtype MEKK3, multiplex bead flow cytometry, Alexa488-MEK5 | bead-based flow cytometry, Alexa488-MEK5 binding to MEKK3; actives lie on both sides; 0 = blocked by unlabeled MEK5, 100 = vehicle | Mitogen-activated protein kinase kinase kinase 3 (Homo sapiens), Q99759 | AID 1529, 2009 | actives 1.4% (n = 290,000) | binding response (% of control), % at 10 µM;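 active = binding response more than 3 SD above or below the average of its plate-row segment, actives on both sides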;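 also: Alexa488 bead fluorescence after subtracting the streptavidin-only scavenger bead signal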
Target sequence (Q99759 whole entry, looked up): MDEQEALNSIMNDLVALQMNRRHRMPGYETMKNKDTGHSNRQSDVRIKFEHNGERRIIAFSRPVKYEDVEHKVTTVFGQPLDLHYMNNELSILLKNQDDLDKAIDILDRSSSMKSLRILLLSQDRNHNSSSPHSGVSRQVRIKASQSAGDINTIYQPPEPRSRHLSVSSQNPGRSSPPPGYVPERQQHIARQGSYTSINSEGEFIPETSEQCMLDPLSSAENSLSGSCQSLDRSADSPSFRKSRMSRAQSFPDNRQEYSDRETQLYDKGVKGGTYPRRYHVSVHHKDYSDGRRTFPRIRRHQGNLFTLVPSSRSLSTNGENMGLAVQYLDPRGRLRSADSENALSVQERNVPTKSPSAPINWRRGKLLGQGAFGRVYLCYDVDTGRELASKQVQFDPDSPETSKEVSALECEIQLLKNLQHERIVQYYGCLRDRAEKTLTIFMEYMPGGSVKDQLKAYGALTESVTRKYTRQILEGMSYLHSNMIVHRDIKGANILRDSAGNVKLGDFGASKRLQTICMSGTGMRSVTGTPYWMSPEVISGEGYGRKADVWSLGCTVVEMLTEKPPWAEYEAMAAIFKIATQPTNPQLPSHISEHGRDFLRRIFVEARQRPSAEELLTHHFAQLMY
MEKK2wt PB1 HTS: modulators of MEK5 binding to wildtype MEKK2, primary screen, biochemical, multiplex bead flow cytometry, Alexa488-MEK5; AID 1531, 2009; Alexa488-MEK5 binding to MEKK2 WT; actives lie on both sides; Mitogen-activated protein kinase kinase kinase 2 (Homo sapiens), Q9Y2U5; actives 1.1% (n = 290,000); binding response (% of control), % at 10 µM; in the data active = binding response below about 67% or above about 130%
GalR3 antag: GalR3 antagonists in HEK293 cells, primary screen, cell-based, fluorescence readout; HEK293 GalR3-CNG cAMP membrane potential fluorescence; galR3 body fused to GalR1 C-terminus; actives 0.44% (n = 360,000); inhibition, % at 3 µM; AID 651719, 2012;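 active = inhibition above the screen-wide average plus 3 SD, cut at about 13% in these data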;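 also: forskolin and galanin both at EC90 stimulate the cells; cAMP rise reported by CNG channel membrane potential dye signal; 0% = forskolin plus galanin with DMSO and 100% = forskolin alone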
NALP1 yeast inh: NALP1 inflammasome inhibitors in reconstituted yeast, colorimetric, S. cerevisiae, triplicate retest; inhibition, % at 10 µM; S. cerevisiae NALP1/ASC/caspase-1 growth, X-gal OD620, 72 h; AID 2071, 2009; actives 0.61% (n = 280,000); in the data active = inhibition mostly above about 24%, no sharp cut-off; inactive = mostly below about 32%; also: some compounds called inactive have numbers as strong as hits
MEKK2 mut-MEK5: MEK5 binding signal on mutant MEKK2 PB1, primary screen, biochemical, multiplex bead flow cytometry, Alexa488-MEK5. Alexa488-MEK5 binding to MEKK2 mutant. percent response, % at 10 µM. actives 0.35% (n = 290,000). AID 1530, 2009; in the data active = percent response above about 24%, passing the limit was not always enough; also: inactives centre near 1; some results filed as inactive read as strong as hits; reference of the scale not given here
OXTR ag: human OXTR agonists, primary screen, fluorescence, CHO-OTR cells, Fluo-8 calcium; AID 2435, 2010; Fluo-8 calcium fluorescence; normalized: DMSO 0%, oxytocin 100%; actives 0.32% (n = 320,000); activation, % at 3 µM;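 active = activation above the mean of all tested compounds plus 3 SD, cutoff set per screening run, cut at about 20% in these data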;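 also: peak over basal fluorescence ratio from a 100 s FLIPR kinetic read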
Starred values were filed as active, the others as inactive; x = no result given. An unsorted share of the library; any-hit rate near 5.4%.

SMILES	GPR7 antagonist	V1R ag counter	PHOSPHO1 inh	MEKK3 PB1 HTS	MEKK2wt PB1 HTS	GalR3 antag	NALP1 yeast inh	MEKK2 mut-MEK5	OXTR ag
CC1(C)Cc2[nH]c(=O)c(C#N)cc2CS1	-6	0.0	-2	100	101	4	-16	3	0.2
CN(C(=O)COC(=O)c1n[nH]c2ccccc12)C1CCS(=O)(=O)C1 (configuration not stated)	-12	1.0	4	95	100	2	23	1	0.5
Cc1cnccc1NC(=O)c1cccs1	-10	1.8	24	106	106	-4	-4	7	0.5
CCCN(CC1CC1)C(=O)COC(=O)c1ccc(CNS(=O)(=O)c2ccc(F)c(Cl)c2)cc1	-9	5.9	-13	103	103	-5	38	-2	2.3
Cc1nnc(SCC(=O)Nc2nc3ccccc3s2)n(N)c1=O	-5	0.8	-5	93	104	-7	26	3	1.5
CCOc1ccc2oc(=O)cc(CN3CCN(Cc4ccccc4)CC3)c2c1	-12	2.8	39	105	111	-6	-12	8	-0.9
CCN(CC)S(=O)(=O)c1ccc2oc(SCc3ccc(F)cc3)nc2c1	4	7.6	10	110	106	-4	x	8	2.2
CC1(C)Cc2c(cnn2-c2ccccc2)C(NC(=O)CCc2ccc(=O)[nH]n2)C1 (configuration not stated)	-12	-0.1	14	102	102	-5	17	-1	-0.1
O=[N+]([O-])c1ccc(C(=S)N2CCN(Cc3ccccc3)CC2)cc1	-11	-1.1	6	96	100	-1	32	-4	-2.2
CC(=O)NC(C)C(=O)OCC(=O)c1ccc(Cl)s1 (configuration not stated)	-10	-0.7	-33	98	92	-8	7	-8	1.4
N#CCCn1cc(C(=O)Nc2ccc([N+](=O)[O-])cc2)c(-c2cc3ccccc3o2)n1	1	-0.2	0	99	100	-6	12	0	0.8
COC(=O)c1cc(S(=O)(=O)Nc2cccc(S(N)(=O)=O)c2)oc1C	-4	0.7	12	95	102	0	27	-3	-0.1
CSc1nccc(Oc2ccc(C#N)cc2)n1	-4	-0.3	18	99	98	-5	16	-3	-1.2
Cc1ccc(N(C)C(=O)c2ccc3c(Cl)c4c(nc3c2)CCC4)cc1C	-10	0.3	-9	103	98	x	33	6	-1.0
O=C(CSc1nnc(SCc2ccc(Cl)cc2)s1)N/N=C/c1c[nH]c2ccccc12	-5	1.1	-13	72	76	-12	40	-4	2.2
Cc1oc2c(c1C(=O)O)C(=O)c1ccccc1C2=O	-13	0.3	6	105	105	1	6	7	-0.9
CNC(=O)Cn1ncc2c3ccccc3n(C)c2c1=O	-1	-0.4	33	106	104	x	8	6	-0.4
COC(=O)NC1CCC(NC(=O)OC)CC1 (configuration not stated)	3	0.3	-2	97	95	-4	26	-2	-0.5
Cc1ccc(CNc2ncnc3c2cnn3-c2ccccc2)cc1	4	-0.6	45	100	101	-6	26	3	0.8
CCOc1[nH]n(-c2ccccc2)c(=O)c1C=Nc1ccc(OC)cc1	-10	-0.5	32	103	108	-5	-6	2	-0.9
Cc1ccc(C(=O)NCCc2ccccc2)cc1	-13	-0.9	39	100	100	x	4	6	-1.8
CCCS(=O)(=O)N1CCCC(C(=O)NCCc2ccc(Cl)cc2)C1 (configuration not stated)	-2	0.2	2	103	106	-3	7	1	-0.2
COC(=O)C(C)NC(=S)N1CCN(c2c(F)cc3c(=O)c(C(=O)O)cn(C4CC4)c3c2OC)CC1C (configuration not stated)	2	0.1	46	101	103	-9	13	-1	-2.3
COc1cc(C(=O)NCC(=O)N/N=C(C)\C=C\c2ccccc2)cc(OC)c1OC	-12	-0.3	-8	96	96	-8	4	-13	-2.6
COc1ccccc1NC(=O)C(C)N(C)Cc1ccc(Cl)s1 (configuration not stated)	-16	-0.3	-94	95	92	-8	10	-1	-1.7
(listing goes on)
SMILES	GPR7 antagonist	V1R ag counter	PHOSPHO1 inh	MEKK3 PB1 HTS	MEKK2wt PB1 HTS	GalR3 antag	NALP1 yeast inh	MEKK2 mut-MEK5	OXTR ag
CN1CCN(C(=O)c2ccc(S(=O)(=O)c3ccc(Br)cc3)cc2)CC1	-6	2.3	-8	92	97	-2	22	-3	2.6
CCN(CC(=O)Nc1ccccc1C(F)(F)F)C(=O)CCc1c(C)[nH]c(=O)c(C#N)c1C	-16	0.7	39	98	96	-2	-4	-3	0.5
Cc1csc(CN(C)C(=O)CC2C(=O)NCCN2Cc2ccc(Cl)c(F)c2)n1 (configuration not stated)	-13	0.7	24	102	98	-7	-1	9	0.4
O=C(CSc1nnc(-c2ccccc2)n1-c1ccc(Cl)cc1)N/N=C/c1ccco1	9	0.2	-2	104	113	-4	31	11	-0.9
O=C(NCCc1nc(-c2ccccc2)no1)c1ccco1	x	0.8	x	101	102	-3	x	2	1.0
Cc1csc(SCC(=O)NCCc2ccc(Cl)cc2)n1	-7	-0.9	-6	101	102	-6	34	-1	-2.1
Cc1ccc(NC(=O)CCOc2ccccc2)cc1S(=O)(=O)Nc1ccccc1Cl	-8	7.0	1	109	99	-3	25	1	5.4
Cc1cc(C(=O)N2CCCC(N3CCN(c4ccccc4C)CC3)C2)nc(C)n1 (configuration not stated)	-9	0.0	11	98	101	7	5	-2	-0.2
C=CCNC(=S)NNc1nc2sc3c(c2c(=O)[nH]1)CC(C)(C)OC3	-11	0.5	-11	101	103	-1	2	1	-1.1
CCOC(=O)Cn1ncn(-c2ccc(OC(F)(F)F)cc2)c1=O	-12	2.3	32	100	102	4	-2	-4	-1.2
Cc1nc2ccccn2c1C(=O)NCc1cccnc1	1	0.6	18	99	99	-6	-1	-3	1.3
CN(C)CC(C)(C)CNC(=O)c1cc(Br)cc(Br)c1O	0	-0.4	32	77	68	-1	18	-13	0.4
Cc1cccc(N(CC(=O)NCc2ccco2)C(=O)CCC(=O)Nc2nccs2)c1	-3	1.5	40	98	86	8	2	-8	0.7
Cc1ccc2ccccc2c1NC(=O)Cn1nnc(-c2cccnc2)n1	7	1.3	-1	99	85	-5	12	-6	0.0
COc1cccc(C(=O)OCC(=O)NCCc2ccccc2)c1OC	-10	0.9	24	100	89	-3	1	-14	-1.2
C=CCn1c(COc2cccc3cccnc23)nnc1SCC(=O)O	9	0.8	-14	104	102	-3	19	7	2.3
O=C(NCCC1=CCCCC1)C(=O)NCC(c1ccco1)N1CCN(c2ccccc2F)CC1 (configuration not stated)	3	0.2	-15	101	101	3	22	-2	-0.8
O=C(NNC(=S)Nc1ccc(Br)cc1Cl)c1ccco1	0	10	1	94	94	-3	6	-6	11
CCOC(=O)c1cccc(NC(=O)CCCn2c(=O)c3cccn3c3cccnc32)c1	-3	-1.0	12	104	102	-7	1	5	-1.3
CCOC(=O)c1ccc(NC(=O)CN2CCc3ccccc3C2)cc1	-6	-0.1	-25	113	120	-4	9	8	-1.1
COc1ccc(C(=O)NC(CCSC)C(=O)N2CCCCCC2)cc1 (configuration not stated)	-8	2.3	14	102	98	-6	11	1	1.9
COc1ccc(CCNC(=O)CCCn2c(=O)[nH]c3cc(OC)c(OC)cc3c2=O)cc1OC	3	1.1	10	112	107	-5	-3	1	-0.7
COCc1cc(C)nc2sc(C(=O)OC)c(N)c12	-4	0.0	-8	115	109	0	-15	9	-0.8
C=C(C)CN(CC)C(=O)Cn1cnc2c(oc3ccccc32)c1=O	-12	x	46	97	95	3	20	-5	x
CCC(C(=O)Nc1ccc2[nH]ncc2c1)c1ccccc1 (configuration not stated)	-2	0.9	x	101	100	-6	-2	7	0.3
(continued)
SMILES	GPR7 antagonist	V1R ag counter	PHOSPHO1 inh	MEKK3 PB1 HTS	MEKK2wt PB1 HTS	GalR3 antag	NALP1 yeast inh	MEKK2 mut-MEK5	OXTR ag
COc1ccc(-c2n[nH]c(C)c2-c2ccc(Cl)cc2)c(O)c1OC	-13	1.0	10	102	101	-3	9	-2	0.3
CCOc1ccccc1Nc1nc(-c2sc(NC(=O)c3cccc(Cl)c3)nc2C)cs1	-7	-0.4	53	105	114	-5	-9	6	0.4
O=C(Cn1c(C(=O)N2CCN(C3CCCC3)CC2)cc2sccc21)c1ccccc1	-5	0.8	10	103	112	-5	14	9	0.5
COC(=O)CNC(=O)C1Cc2ccccc2CN1S(=O)(=O)c1cccs1 (configuration not stated)	-10	0.0	24	90	91	-5	6	-13	0.1
COc1ccc(NC(=O)c2cc(-c3cccnc3)nc3c(C)c(C)ccc23)c(OC)c1	-10	-0.2	9	98	98	-6	8	5	-0.1
c1ccc(Nc2cccc(Nc3ccccc3)c2)cc1	-23	-0.6	-3	104	96	-7	24	-2	-1.6
O=C(NCCCCNC(=O)c1ccccc1Cl)c1ccccc1Cl	-21	0.9	14	104	105	-10	3	9	1.5
CC(=O)Oc1ccc2c(C)cc(=O)[nH]c2c1	-16	0.0	15	92	95	-2	0	-8	0.7
COCCNC(=O)c1ccc2c(c1)CCN2S(C)(=O)=O	0	-0.1	-26	100	102	-5	-2	-3	0.4
O=C(c1ccc(S(=O)(=O)Cc2ccccc2F)c([N+](=O)[O-])c1)N1CCCCCC1	3	4.1	-1	97	91	-1	2	-5	1.4
COc1ccc(C(CCN(Cc2ccc(OC)c(OC)c2)C(C)=O)c2ccccc2)cc1 (configuration not stated)	-5	-0.2	-29	99	106	-4	19	0	-1.8
CC(=O)NS(=O)(=O)c1ccc(NC(=O)CCc2ccccc2)cc1	-8	-0.1	8	97	107	-5	20	-3	0.0
Cc1c(C(=O)O)sc2nc3n(c(=O)c12)CCCCC3	-2	0.1	2	102	102	6	9	3	-0.4
O=C(NCc1ccccc1)c1cc2ccc(O)cc2oc1=O	-12	1.4	-11	92	97	-9	3	1	0.9
CCCc1nn2c(=O)cc(CSCC(=O)Nc3cccc(C)c3)nc2s1	-3	-0.7	24	100	101	2	22	3	-0.8
COCCNC(=O)COC(=O)c1ccc(OCC(=O)Nc2ccccc2OC)c(OC)c1	-1	-0.6	48	88	91	8	24	-2	-1.2
COc1cccc(-n2cnc3cccc(N)c32)c1	-8	0.8	-18	102	105	-4	27	1	1.6
CC(C)Sc1ncnc2c1cnn2-c1ccccc1	7	-1.2	59	101	100	-9	13	6	-0.8
O=C(NCc1ccco1)C1CC(=O)N(c2cccc(Cl)c2)C1 (configuration not stated)	-6	2.0	32	100	98	-6	1	-5	0.5
NS(=O)(=O)c1ccc2nc(NC(=O)c3ccc4c(c3)OCCO4)sc2c1	-15	1.2	24	108	109	1	19	9	0.9
CC1CCC(C(C)C)C(OCC(O)CN2CCOCC2)C1 (configuration not stated)	-4	0.2	-1	98	96	-8	15	-3	-0.8

One compound at a time, as listed above.
CC(=O)Oc1ccc2c(C)cc(=O)[nH]c2c1 is listed with GPR7 antagonist: -16; V1R ag counter: 0.0; PHOSPHO1 inh: 15; MEKK3 PB1 HTS: 92; MEKK2wt PB1 HTS: 95; GalR3 antag: -2; NALP1 yeast inh: 0; MEKK2 mut-MEK5: -8; OXTR ag: 0.7
c1ccc(Nc2cccc(Nc3ccccc3)c2)cc1 is listed with GPR7 antagonist: -23; V1R ag counter: -0.6; PHOSPHO1 inh: -3; MEKK3 PB1 HTS: 104; MEKK2wt PB1 HTS: 96; GalR3 antag: -7; NALP1 yeast inh: 24; MEKK2 mut-MEK5: -2; OXTR ag: -1.6
